From PubChem BioAssay
HEK293 tox: HEK 293 cell cytotoxicity. HEK 293 viability, ATP luminescence (CellTiter-Glo), 48-72 h. Potency, µM (series often up to 115 µM), for the others: at the top dose activity change, negative = cytotoxicity, hits mostly inhibitors. 94,000 compounds, 6.6% hits. AID 1345083; note: potency is the fitted concentration of half-maximal effect; nearly all actives have a fitted effect of over 60% in size
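HEK 293 cells at 250 cells/well were exposed to compounds by pintool transfer for 48 or 72 hr at 37 degree Celsius, 5% CO2. Viability was read as ATP-coupled luminescence with CellTiter-Glo after 10 min at room temperature.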
SNCA viab count: counter-screen for SNCA expression inhibitors: cell viability; HEK-293-SNCA-luc viability, GF-AFC fluorescence, 24 h; Potency, µM (series often up to 57.1 µM), without a hit: at the top dose activity change, negative = cytotoxicity, usual class: cytotoxic; 150,000 compounds, 0.12% hits; AID 1671193;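 note: potency is the fitted concentration of half-maximal effect; 0% = DMSO-treated cells and -100% = medium-only wells without cells; nearly all actives have a fitted effect of over 30% in size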
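Cytotoxicity counterscreen: after 24 h compound treatment of genome-edited SNCA-luciferase HEK-293 cells, live-cell protease substrate GF-AFC read by fluorescence after 30 min; activity scaled between DMSO (0%) and medium-only (-100%), curves Hill-fitted.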
3T3 cytotox: kills NIH 3T3 cells | NIH 3T3 viability, CellTiter-Glo ATP luminescence, 48-72 h | Potency, µM (doses to about 96.7 µM), without a hit: at the top dose activity change, negative = cytotoxicity, hits mostly inhibitors | 94,000 compounds, 4.3% hits | AID 1345082; note: potency is the fitted concentration of half-maximal effect; nearly all actives have a fitted effect of over 55% in size
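Cytotoxicity was measured by CellTiter-Glo ATP luminescence after 48 or 72 h compound exposure at 37 °C. Mouse NIH 3T3 fibroblasts were seeded at 400 cells/well and dosed by 23 nL pin transfer.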
GPT2 inh: inhibitors of human GPT2 alanine aminotransferase | Potency, µM (doses to about 57.7 µM), inactives show at the highest dose activity change, negative = inhibition, actives largely listed as inhibitors | Recombinant GPT2, coupled pyruvate oxidase/HRP Amplex Red fluorescence | 100,000 compounds, 0.25% hits | AID 1671188; note: potency is the fitted concentration of half-maximal effect; nearly all actives have a fitted effect of over 60% in size; many of its hits are not listed in these tables
Target sequence (Q8TD30 whole entry, looked up): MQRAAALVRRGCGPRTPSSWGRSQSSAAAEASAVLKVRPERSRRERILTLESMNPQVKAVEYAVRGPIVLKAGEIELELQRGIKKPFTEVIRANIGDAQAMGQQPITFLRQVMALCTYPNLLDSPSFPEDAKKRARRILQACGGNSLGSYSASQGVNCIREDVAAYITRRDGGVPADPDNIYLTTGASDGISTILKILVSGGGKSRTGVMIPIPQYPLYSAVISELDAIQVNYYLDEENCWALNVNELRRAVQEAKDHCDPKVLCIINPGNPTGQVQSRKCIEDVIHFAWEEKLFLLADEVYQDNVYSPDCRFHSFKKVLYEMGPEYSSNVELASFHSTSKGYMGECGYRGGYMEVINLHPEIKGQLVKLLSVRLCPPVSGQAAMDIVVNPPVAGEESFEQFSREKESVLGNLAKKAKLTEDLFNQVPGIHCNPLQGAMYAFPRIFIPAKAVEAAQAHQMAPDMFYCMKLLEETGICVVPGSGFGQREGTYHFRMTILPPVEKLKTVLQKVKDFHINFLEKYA
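Inhibition is scored from Amplex Red fluorescence generated when pyruvate oxidase and HRP act on pyruvate released by GPT2. Reactions contain 10ng/uL enzyme, 250uM a-KG and 2mM L-alanine and run 30 min at room temperature.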
IP6K1 inh: IP6K1 kinase inhibition | Q92551 | IP6K1 kinase, ADP-Glo luminescence, 2 h; hits give low values | activity change, % (series mostly up to about 58 µM) | 140,000 compounds, 0.81% hits | AID 1645851; in the data active = activity change below about -25%
Target sequence (Q92551 whole entry, looked up): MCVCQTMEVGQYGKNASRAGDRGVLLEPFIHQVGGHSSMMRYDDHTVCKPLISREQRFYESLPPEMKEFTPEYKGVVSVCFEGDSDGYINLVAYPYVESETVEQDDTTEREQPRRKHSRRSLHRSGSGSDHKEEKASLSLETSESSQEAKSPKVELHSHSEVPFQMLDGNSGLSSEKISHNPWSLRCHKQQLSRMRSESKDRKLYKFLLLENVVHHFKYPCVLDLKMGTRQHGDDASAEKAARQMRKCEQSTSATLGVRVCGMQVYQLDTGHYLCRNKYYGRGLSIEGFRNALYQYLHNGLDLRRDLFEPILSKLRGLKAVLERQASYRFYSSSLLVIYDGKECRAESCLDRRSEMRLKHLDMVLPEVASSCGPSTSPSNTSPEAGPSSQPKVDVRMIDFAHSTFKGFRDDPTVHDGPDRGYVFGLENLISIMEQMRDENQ
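ADP-Glo luminescence measures ADP made by human IP6K1 during a 2 h RT reaction with ATP/IP6 (mix at 1.3 mM/130 uM); top library doses 57.5 and 19.1 uM final.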
SNCA expr inhib: SNCA gene expression inhibition. HEK-293 SNCA-luciferase knock-in, luminescence, 24 h. AID 1671194. 140,000 compounds, 0.17% hits. Potency, µM (series often up to 57.2 µM), without a hit: at the top dose activity change, negative = inhibition, actives largely listed as inhibitors;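 note: potency is the fitted concentration of half-maximal effect; plate controls were DMSO cells for no effect and cell-free wells for full effect; nearly all actives have a fitted effect of over 45% in size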
Luciferase inh: blocks purified firefly luciferase enzyme activity | Potency, µM (titrated, usually from 115 µM), for inactives: at the top dose activity change, negative = inhibition, most hits filed as inhibitors | purified P. pyralis luciferase, luminescence, biochemical | 76,000 compounds, 2.5% hits | AID 1347043; note: potency is the fitted concentration of half-maximal effect; nearly all actives have a fitted effect of over 65% in size
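Luminescence read by CCD imager after adding enzyme (10nM final) to wells holding compound, titrated in qHTS. Substrates 10uM each D-luciferin and ATP; buffer 50mM Tris acetate pH 7.5, 10mM Mg acetate, Tween-20, BSA.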
* = called active by the depositor; i = inactive; u = inconclusive; x = not tested or not shown; [ ] = another dose, or the depositor's remark. Unless noted, calls come from the whole dose curve; as a rule, active = well fitted curve in the direction sought with a large enough effect; inconclusive = small, poorly fitted or top-dose-only effect, or another doubt; inactive = no such curve, though single readings can be large; an effect the other way counts as inactive or inconclusive. Unless noted, % is set by controls: 0 for no effect and ±100 for the full control effect. A portion of the library. The share of hits here may be higher or lower than overall.

Every second line gives: HEK293 tox | SNCA viab count | 3T3 cytotox | GPT2 inh | IP6K1 inh | SNCA expr inhib | Luciferase inh
1) CN(C)c1ccc(C(=O)NC[C@H]2O[C@@H](CO)[C@@H](O)[C@H]2N(C)CCc2ccccc2)cc1
    0% | 1% | 1% | -2% | -14 | 29% | u
2) CS(=O)(=O)N1CCc2ccc(C(=O)NCc3ccc(N4CCOCC4)cc3)cc21
    5% | 7% | 0% | i | -12 | 3% | -1%
3) CN1C[C@@H](NC(=O)c2ccc(F)cc2)C[C@H]1c1nc(-c2ccccc2)no1
    u | -3%[87.6 µM] | -13%[174 µM] | -10%[88.5 µM] | -12 | -1%[87.6 µM] | u
4) O=C1c2cc(N3CCOCC3)nc(-c3ccccc3F)c2CN1CC1CC1
    u | -18%[87.6 µM] | -64%[138 µM] | i | 12 | 1%[87.6 µM] | -4%[172 µM]
5) CCc1cccc(NC(=O)CC2=C3CCCCC3NC2=O)c1 (stereo not drawn)
    -27% | 8% | -13% | -1% | 0 | 26% | -9%
6) CC[C@H]1CN(C(=O)Nc2cccc(C(F)(F)F)c2)CC[C@H]1CC(=O)NCCSC
    u | 0%[87.6 µM] | u | u | -3 | -20%[87.6 µM] | 2%[172 µM]
7) COc1ccc(CCNC(=O)Cn2nnc(-c3cccc(C(F)(F)F)c3)n2)cc1OC
    x | 3% | x | x | -9 | u | x
8) CC(C)N(C(=O)Cn1cc(S(=O)(=O)Cc2ccc(C(F)(F)F)cc2)c2ccccc21)C(C)C
    x | -5% | x | x | -1 | -7% | x
9) O=C(c1nnn2cc(-c3ccccc3)[nH]c(=O)c12)N1CCCCCC1
    9% | -1% | -8% | i | -9 | 80%[activator] | -16%
10) O=Cc1ccc(-c2cncc(C(=O)O)c2)cc1
    2%[172 µM] | 5%[87.6 µM] | 4%[138 µM] | -27%[88.5 µM] | -18 | 16%[87.6 µM] | x
11) CC(C)CN(Cc1ccco1)C(=O)CC1C(=O)NCCN1Cc1ccoc1 (stereo not drawn)
    -15% | -1% | -21% | -10% | -6 | -8% | 11%
12) O=C1CC(c2ccccc2)N(C(=O)CNC(=O)c2ccccn2)CCCCCN1 (stereo not drawn)
    i | -10% | i | 2% | -3 | -24% | -6%
13) COc1cc(NC(=O)CC(C)n2nc(C)cc2C)cc(OC)c1 (stereo not drawn)
    x | 3% | x | x | -5 | -28% | x
14) Cc1cccc(CN2CCN(CC(=O)Nc3c(C)cccc3C)S2(=O)=O)c1
    x | 6% | x | x | -3 | -15% | x
15) CCn1cc(CN2CCCCCCNC(=O)[C@@H]3CCC[C@@H]32)c(C)n1
    -10% | -5% | u | u | 10 | -8% | -4%
16) CCNC(=O)c1n[nH]c2c1CN(C(=O)c1cc(F)cc(F)c1)CC2
    -5% | 8% | u | i | -12 | -6% | -13%
17) Cc1onc(-c2c(Cl)cccc2Cl)c1C(=O)Cl
    x | -11%[23.9 µM] | x | -5% | -4 | -30%[25.6 µM] | x
18) COc1ccc(C(=O)N2CCCC3(CNc4ncccc4[S+](=O)([O-])N3)C2)cc1 (stereo not drawn)
    -2% | x | -15% | x | 7 | x | x
19) CC1(C)O[C@@]2(C)CC[C@@H]1C[C@@H]2OC1OC(CO)C(O)C(O)C1O (stereo partly drawn)
    x | -18% | x | u | -3 | x | x
20) O=C(NCCN1CCCCC1)c1cc2c(s1)CCN(C(=O)c1ccc(Cl)cc1)C2
    -23% | -8% | -1% | 0% | -5 | -30% | -2%
21) O=C(O)c1ccc2oc(=O)n(Cc3ccccc3)c2c1
    x | -7% | x | x | -7 | 11% | x
22) Fc1ccc(-c2cnc([C@@H]3COCCN3Cc3ccncc3)[nH]2)cc1
    -5%[172 µM] | -4%[87.6 µM] | u | -3%[88.5 µM] | -1 | -4%[87.6 µM] | -1%[172 µM]
23) Cc1cc(C)c(NC(=O)c2cc(C)nc3c2c(C)nn3-c2cccc(F)c2)c(C)c1
    x | -16% | x | x | -7 | -4% | x
24) COc1ccc(NC(=O)c2nn(C)c3c2CSc2ccc(C)cc2-3)cc1OC
    x | -13% | x | x | -17 | 5% | x
25) Cn1nnnc1SCCCNCc1cccc(OCc2ccccc2F)c1
    x | -7% | x | x | 19 | 52%[activator] | x
26) CCC(=O)N1CCCC(c2nc(-c3cccnc3)no2)CCNC(=O)CC1 (stereo not drawn)
    i | -5% | i | i | 10 | 12% | 3%
27) CN(c1ccc(Cl)c(Cl)c1)C1CNC1
    112µM* | -2%[87.6 µM] | 100µM* | 2%[88.5 µM] | 20 | -6%[87.6 µM] | x
28) CC1CCCCN1CCCNC(=O)c1cc(Sc2cccc(Cl)c2)nc2ccccc12 (stereo not drawn)
    x | -4% | x | x | -14 | -3% | x
29) Cc1ccccc1Nc1sc(C(=O)c2ccccc2)c(N)c1S(C)(=O)=O
    x | 10% | x | x | 3 | -4% | x
30) O=C(N[C@H]1CCN2C(=O)c3cc(-c4cccs4)ccc3NC(=O)[C@H]12)c1cnccn1
    u | -12%[87.6 µM] | u | i | 2 | -18%[87.6 µM] | -15%[172 µM]

Reprinted from the part before: 7 entries, then new ones.
Every second line gives: HEK293 tox | SNCA viab count | 3T3 cytotox | GPT2 inh | IP6K1 inh | SNCA expr inhib | Luciferase inh
24) COc1ccc(NC(=O)c2nn(C)c3c2CSc2ccc(C)cc2-3)cc1OC
    x | -13% | x | x | -17 | 5% | x
25) Cn1nnnc1SCCCNCc1cccc(OCc2ccccc2F)c1
    x | -7% | x | x | 19 | 52%[activator] | x
26) CCC(=O)N1CCCC(c2nc(-c3cccnc3)no2)CCNC(=O)CC1 (stereo not drawn)
    i | -5% | i | i | 10 | 12% | 3%
27) CN(c1ccc(Cl)c(Cl)c1)C1CNC1
    112µM* | -2%[87.6 µM] | 100µM* | 2%[88.5 µM] | 20 | -6%[87.6 µM] | x
28) CC1CCCCN1CCCNC(=O)c1cc(Sc2cccc(Cl)c2)nc2ccccc12 (stereo not drawn)
    x | -4% | x | x | -14 | -3% | x
29) Cc1ccccc1Nc1sc(C(=O)c2ccccc2)c(N)c1S(C)(=O)=O
    x | 10% | x | x | 3 | -4% | x
30) O=C(N[C@H]1CCN2C(=O)c3cc(-c4cccs4)ccc3NC(=O)[C@H]12)c1cnccn1
    u | -12%[87.6 µM] | u | i | 2 | -18%[87.6 µM] | -15%[172 µM]
31) CCN1C(=O)C(CC(=O)NCc2ccccn2)Sc2ncccc21 (stereo not drawn)
    1% | -3% | 2% | i | -1 | -14% | -2%
32) Cc1noc(-c2ccccc2OC2CCN(C(=O)c3cnccn3)C2)n1 (stereo not drawn)
    -13% | 7% | -17% | i | 12 | -9% | 10%
33) CC(C)n1cc2cc(C(=O)NCCc3cccs3)sc2c1
    u | 6% | -14% | -7% | 3 | 82%[activator] | u
34) Cc1ccc2c(c1)N(C(=O)N1CCC(C(=O)NCc3ccccc3C)CC1)CC(C)O2 (stereo not drawn)
    x | -15% | x | x | 0 | -20% | x
35) Cc1ccc2oc(C(=O)N(Cc3sccc3C)C3CCS(=O)(=O)C3)c(C)c2c1 (stereo not drawn)
    x | -9% | x | x | 26 | 1% | x
36) Cc1ccc(-c2cnc([C@@H]3COCCN3C3CCOCC3)[nH]2)cc1
    i | 3%[87.6 µM] | -4%[138 µM] | i | -6 | u | -6%[172 µM]
37) COc1cccc(CN2CCCCC23Cc2ccccc2CNC3=O)n1 (stereo not drawn)
    u | -10% | -13% | i | 0 | 3% | x
38) C1CC(COCCc2noc(C3CNC3)n2)CCO1
    7.9µM* | 4.5µM* | 13µM* | -9% | 0 | u | -7%
39) CCc1ccc(NC(=O)COc2ccc(-c3nnc4n3CCCC4)cc2)cc1
    -4% | -28% | -20% | i | 5 | -12% | -9%
40) O=C(Cc1ccsc1)N1CCC(Cc2nc(-c3ccc(F)cc3)no2)CC1
    u | -6% | u | u | 12 | u | 0%
41) Clc1ccc(Nc2nc3ccccc3c3nc(C4CCCCC4)[nH]c23)cc1Cl
    x | u | x | i | -14 | x | x
42) O=C1CCN(CC(O)Cc2ccccc2)c2ccccc2CN1Cc1ccccc1 (stereo not drawn)
    u | x | u | x | -3 | x | x
43) CC1CCN(S(=O)(=O)c2ccc3c(c2)N(CC(=O)Nc2ccc(F)c(Cl)c2)C(=O)CO3)CC1
    x | -18% | x | x | 0 | 7% | x
44) Cc1ccc(-c2cc3c(=O)n(CCNC(=O)c4ccc(N(C)C)cc4)ccn3n2)cc1C
    -3% | 1% | i | -8% | -10 | 52%[activator] | -11%
45) CCCCCCOC(=O)N=C(N)c1ccc(NCc2nc3cc(C(=O)N(CCC(=O)OCC)c4ccccn4)ccc3n2C)cc1
    x | -3% | x | -1% | x | 4% | x
46) CCS(=O)(=O)Nc1ccc(C(=O)N2CCN(C(C)=O)CC(O)C2)cc1 (stereo not drawn)
    1% | 8% | 3% | u | -5 | 9% | 2%
47) COc1ccc(-c2nc3cc(C)ccc3cc2CN2CCCC(C(N)=O)C2)cc1 (stereo not drawn)
    u | -5% | u | -8% | 44 | -10% | -16%
48) CN1CCN(Cc2nnc(C(=O)N3CCC[C@@H]3C(c3ccccc3)c3ccccc3)n2-c2ccccc2)CC1
    u | -12% | u | u | 1 | u | -9%
49) COCCn1ncc(N2CCC(C(=O)Nc3ccc(N4CCOCC4)cc3)C2)cc1=O (stereo not drawn)
    1% | 6% | -8% | i | 7 | 5% | 0%
50) CCC1CCCCN1C(=O)CSc1nnc(-c2ccc(OC)c(OC)c2)o1 (stereo not drawn)
    x | -2% | x | x | -6 | -3% | x
51) Cc1ccccc1COC(=O)c1nn(-c2ccccc2)nc1N
    x | 11% | x | x | 23 | 104%[activator] | x
52) CCn1cc2nc(SCC(=O)Nc3ccc(OC)cc3OC)n(Cc3ccc(Cl)cc3)c(=O)c2n1
    x | u | x | x | 1 | -26% | x
53) CCS(=O)(=O)C(C)C(=O)Nc1ccc(OC)c(NC(=O)c2ccco2)c1 (stereo not drawn)
    5% | -2% | 0% | 2% | -2 | -3% | 7%
54) COc1cccc([S+](=O)([O-])N2CCN(CCn3nc4n(c3=O)CCCC4)CC2)c1
    i | x | -5% | x | -7 | x | x
55) COCCNC(=O)Cn1cc2c(n1)-c1c(oc(C(=O)N3CCCC3)c1C)CC2
    x | 8% | x | x | 25 | -18% | x
56) Cc1ccc2ncccc2c1Cn1ccnc1-c1cc2n(n1)CCCNC2
    2% | -26% | -17% | -4% | 11 | -15% | 0%
57) Cc1noc(C)c1CN1CCC2(CC1)CC(C(=O)N1CCOCC1)N(C)C2 (stereo not drawn)
    3% | -8% | -27% | 2% | -3 | 16% | x
58) COCC1CN(C2CCC2)CC12CCN(C(=O)Cc1cccc(F)c1)CC2 (stereo not drawn)
    50µM* | -11% | u | 2% | 18 | 2% | 7%
59) Cc1cnn(C)c1C(=O)Nc1cc(Nc2ccc3c(C=Cc4ccccn4)n[nH]c3c2)ccc1F
    x | u | x | i | x | u | x
